Source: PubChem BioAssay (The Scripps Research Institute Molecular Screening Center)
CHO-K1 Ca antag – nonselective inhibitor or artifact in parental CHO-K1 cells; ATP-induced calcium, Fluo-8 fluorescence; inhibition, % at 3 µM; 360,000 tested, 0.6% active; AID 602250;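 active means inhibition above a per-plate cutoff, the plate's mean sample inhibition plus 3 SD, cut at about 24% in these data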;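 further: 0% = DMSO plus EC80 ATP and 100% = DMSO alone without ATP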
OXTR potentiator – human OXTR potentiators, primary screen, fluorescence, CHO-OTR cells, Fluo-8 calcium; Fluo-8 calcium fluorescence, potentiator mode; 0% = oxytocin EC15, 100% = EC100; activation, % at 3 µM; 320,000 tested, 0.061% active; Oxytocin receptor (Homo sapiens), P30559;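 active means activation above that plate's cutoff, the mean activation of tested compounds plus 3 SD, cut at about 6.6% in these data, passing the limit was not always enough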;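 further: 100% uses oxytocin at 75 nM as the full agonist control; some results filed as inactive read as strong as hits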
Target sequence (P30559 whole entry, looked up): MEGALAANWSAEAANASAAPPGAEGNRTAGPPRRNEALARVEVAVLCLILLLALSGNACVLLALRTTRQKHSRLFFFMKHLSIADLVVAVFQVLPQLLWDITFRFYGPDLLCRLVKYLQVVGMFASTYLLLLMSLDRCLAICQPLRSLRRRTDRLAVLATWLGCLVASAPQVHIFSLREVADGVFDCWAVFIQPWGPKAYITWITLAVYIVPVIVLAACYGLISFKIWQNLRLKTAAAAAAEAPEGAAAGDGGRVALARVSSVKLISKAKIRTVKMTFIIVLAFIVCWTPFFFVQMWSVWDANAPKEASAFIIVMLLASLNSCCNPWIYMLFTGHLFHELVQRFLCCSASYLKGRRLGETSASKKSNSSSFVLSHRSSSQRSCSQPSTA
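System: human OTR in CHO cells; Also added: sub-maximal oxytocin, roughly EC15; Timing: compound 6 min at room temperature before oxytocin, 100 s read; Technique: Fluo-8 intracellular calcium fluorescence, ex 470-495, em 515-575 nm; Controls: oxytocin EC15 low and EC100 high; Replication: singlicate.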
TAAR1 antag – human TAAR1 antagonists, primary screen, Fluo-8 calcium fluorescence, CHO RD-HGA16 cells; 360,000 tested, 1.5% active; AID 624466, 2012; inhibition, % at 3 µM; antagonist;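 active means inhibition above a per-plate cutoff, the mean inhibition of test compounds on that plate plus 3 SD, cut at about 49% in these data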;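 further: 0% = DMSO plus EC80 beta-PEA response and 100% = DMSO alone without agonist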
Target sequence (Q96RJ0 whole entry, looked up): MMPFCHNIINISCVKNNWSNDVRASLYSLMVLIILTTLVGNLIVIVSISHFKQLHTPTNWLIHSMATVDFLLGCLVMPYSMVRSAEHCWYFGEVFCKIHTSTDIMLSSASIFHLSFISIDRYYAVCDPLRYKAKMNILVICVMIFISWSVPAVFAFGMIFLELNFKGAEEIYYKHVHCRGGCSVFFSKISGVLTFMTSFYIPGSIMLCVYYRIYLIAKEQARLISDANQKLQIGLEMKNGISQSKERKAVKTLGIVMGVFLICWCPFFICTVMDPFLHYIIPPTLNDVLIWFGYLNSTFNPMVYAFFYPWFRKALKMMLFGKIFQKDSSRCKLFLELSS
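System: CHO RD-HGA16 cells bearing hTAAR1. Reagent: EC80 β-phenethylamine stimulus. Schedule: seeding 17-24 h prior, 75-min 37 °C, 30-min RT dye loading. Signal: Fluo-8 intracellular calcium dye fluorescence, real-time kinetic reads. Read-out: % inhibition from peak post-agonist over basal fluorescence ratio. Benchmarks: vehicle wells and EC80 agonist wells. Replicates: n of 1.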
V1aR counter – agonists of human V1a receptor, primary screen, counter-screen for OXTR agonist project, fluorescence, CHO-V1R cells; activation, % at 3 µM; Vasopressin V1a receptor (Homo sapiens), P37288; Fluo-8 calcium fluorescence, agonist mode; 0% DMSO, 100% 3 nM vasopressin; 320,000 tested, 0.25% active;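 active means activation above the mean activation of all tested compounds plus 3 SD, per screening run, cut at about 20% in these data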;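 further: signal is peak over basal fluorescence ratio across a 100 second FLIPR read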
CHO-K1 Ca ag – counter-screen for M1 agonists: effect in parental CHO-K1 cells | Fluo-8 calcium fluorescence; scaled to maximal ATP response, vehicle zero | activation, % at 3 µM | 360,000 tested, 0.48% active; in the data active means activation above about 15%;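 further: untransfected CHO-K1 host cells lacking M1 receptor as counterscreen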
OXTR ag – human OXTR agonists, primary screen, fluorescence, CHO-OTR cells, Fluo-8 calcium | activation, % at 3 µM | AID 2435, 2010 | Fluo-8 calcium fluorescence; normalized: DMSO 0%, oxytocin 100% | 320,000 tested, 0.32% active;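 active means activation above the mean of all tested compounds plus 3 SD, cutoff set per screening run, cut at about 20% in these data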;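 further: peak over basal fluorescence ratio from a 100 s FLIPR kinetic read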
CHO-K1 Ca PAM – nonselective calcium activators in parental CHO-K1 cells, primary screen, counter-screen for M1 PAM project, cell-based, Fluo-8 calcium fluorescence, full deck, 1536-well | ATP EC20; 0% at ATP EC20, 100% at ATP max | activation, % at 3 µM | 360,000 tested, 0.02% active;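 active means activation above the run cutoff, the mean activation of all test compounds plus 3 SD, cut at about 40% in these data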;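 further: peak over basal fluorescence ratio in a 140 s read after ATP addition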
GPR7 antagonist – GPR7 receptor antagonists, primary screen, cell-based, fluorescence, single concentration; Neuropeptides B/W receptor type 1 (Homo sapiens), P48145; GPR7-expressing cells, fluorescence antagonist assay; inhibition, % at 4.4 µM; 290,000 tested, 1.1% active; AID 1861, 2009; in the data active means inhibition above about 16%, passing the limit was not always enough;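 further: cells stimulated with the agonist NPW; 0% = agonist with vehicle and 100% = vehicle without agonist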
Target sequence (P48145 whole entry, looked up): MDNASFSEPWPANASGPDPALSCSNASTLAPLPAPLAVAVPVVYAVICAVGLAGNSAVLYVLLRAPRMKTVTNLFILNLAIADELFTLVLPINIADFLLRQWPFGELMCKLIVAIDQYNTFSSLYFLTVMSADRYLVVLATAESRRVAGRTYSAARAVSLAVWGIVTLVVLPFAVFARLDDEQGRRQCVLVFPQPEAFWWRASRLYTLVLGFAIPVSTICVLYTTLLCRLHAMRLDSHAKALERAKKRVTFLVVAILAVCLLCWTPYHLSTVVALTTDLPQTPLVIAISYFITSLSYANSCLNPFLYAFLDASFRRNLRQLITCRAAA
CHO parental Ca – ATP-evoked calcium signal inhibitors, parental CHO, primary screen, counter-screen for OX1R antagonist project, cell-based, fluorescence, Fluo-8 calcium dye. parental CHO-K1, ATP-induced calcium, Fluo-8 fluorescence. inhibition, % at 5.6 µM. 330,000 tested, 0.63% active. AID 463079, 2010;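 active means inhibition above that plate's mean sample inhibition plus 3 SD, cut at about 26% in these data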;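 further: 0% = ATP-challenged DMSO wells and 100% = DMSO wells without ATP; some compounds past the cut are filed as inactive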
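test system = CHO parental line | reagent = ATP stimulus | measured by = intracellular calcium via Fluo-8 no-wash fluorescent dye | control set = ATP and no-ATP DMSO wells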
Starred values were filed as active, the others as inactive; nt = no result given.

SMILES	CHO-K1 Ca antag	OXTR potentiator	TAAR1 antag	V1aR counter	CHO-K1 Ca ag	OXTR ag	CHO-K1 Ca PAM	GPR7 antagonist	CHO parental Ca
Cc1cccc(C(=O)N2CCC(=O)N([C@H](COCc3cccc(Cl)c3)Cc3ccccc3)CC2)c1	-8	nt	21	nt	3.3	nt	3	nt	nt
CCOC(=O)C(CC)n1cnc2c(nnn2-c2ccc(OC)cc2)c1=O (stereo unspecified)	-10	-9	3	0.6	1.8	11	18	8	-23
S=c1[nH]nc(-c2ccccc2)c2ccccc12	12	1	-7	-0.6	-0.2	-2.9	-14	-19	-12
NC(=O)C1(N2CCCCC2)CCN(C2CC(=O)N(Cc3cccs3)C2=O)CC1 (stereo unspecified)	-10	-5	-5	-0.1	0.2	1.3	12	-6	-8
Cn1cccc1/C=N/NC(=O)Cc1ccccc1	-13	-12	-7	1.8	1.9	2.1	16	-5	-7
CCN(CC)Cc1c(O)c(Cl)cc2c3c(c(=O)oc12)CCCC3	2	5	1	-0.3	0.3	-0.3	4	6	-20
COc1cccc(NC(=O)N2CCCC2)c1	-7	-6	-10	0.9	0.0	0.3	8	-11	-6
COc1cc(CN2C[C@@H](CO)O[C@@H](n3cnc4c(N5CCN(C)CC5)ncnc43)C2)cc(OC)c1OC	4	nt	0	nt	0.2	nt	1	nt	nt
CC(C)NC(=O)Cn1c(SCC(=O)NC2CCCC2)nc2ccccc21	-8	-6	-2	-0.5	1.4	0.6	8	-12	-8
O=C(Nc1ccc(F)c(Cl)c1)C1CCCCC1	-15	-10	3	0.5	-0.8	1.2	-2	nt	-2
O=C(CCc1ccccc1)Nc1sc2c(c1C(=O)O)CCCC2	-5	-7	0	-0.7	-0.5	-1.5	9	nt	-1
Cc1ccccc1-c1cnc(C(O)c2ccccc2)[nH]1 (stereo unspecified)	-6	nt	0	nt	0.6	nt	13	nt	nt
Cc1ccc(OCc2cc(C(=O)N3CCCCCCC3)no2)cc1C	-8	-8	-33	0.5	1.3	-0.6	7	-7	-15
CC1CC(C)CN(C(=O)C(C)N2CCN(S(=O)(=O)c3ccc(Br)s3)CC2)C1 (stereo unspecified)	-17	-8	2	0.5	0.4	-1.6	15	nt	-14
COc1cc(OC)cc(C(=O)N2CCN(C3CCN(Cc4ccccc4)CC3)CC2)c1	-31	-2	-16	-0.6	0.8	-0.6	28	1	-18
O=C(NCc1ccc(F)cc1)C1CCCN(S(=O)(=O)c2cccnc2)C1 (stereo unspecified)	12	4	3	0.3	0.0	0.8	-6	-2	-9
O=C(Cc1ccc(Cl)cc1)N/N=C1\CCCc2ccccc21	-20	-9	2	2.6	0.8	3.4	6	6	-4
Cc1c(C(=O)N(C)C)c2ccc(Cl)cc2n1O	-1	0	1	0.1	-0.1	0.0	8	-11	6
CC(=O)c1cccc(NC(=O)COc2cc3oc(=O)c(CC(C)O)c(C)c3cc2Cl)c1 (stereo unspecified)	-3	-19	30	8.5	8.9	12	17	-1	-7
C/C(=N\NC(=O)c1n[nH]c2c1CCC2)c1ccco1	17	2	-15	0.2	0.0	0.8	-24	0	-7

Retrieved one by one from above, three records:
SMILES	CHO-K1 Ca antag	OXTR potentiator	TAAR1 antag	V1aR counter	CHO-K1 Ca ag	OXTR ag	CHO-K1 Ca PAM	GPR7 antagonist	CHO parental Ca
O=C(NCc1ccc(F)cc1)C1CCCN(S(=O)(=O)c2cccnc2)C1 (stereo unspecified)	12	4	3	0.3	0.0	0.8	-6	-2	-9
CC(C)NC(=O)Cn1c(SCC(=O)NC2CCCC2)nc2ccccc21	-8	-6	-2	-0.5	1.4	0.6	8	-12	-8
O=C(Cc1ccc(Cl)cc1)N/N=C1\CCCc2ccccc21	-20	-9	2	2.6	0.8	3.4	6	6	-4

Further results follow.
SMILES	CHO-K1 Ca antag	OXTR potentiator	TAAR1 antag	V1aR counter	CHO-K1 Ca ag	OXTR ag	CHO-K1 Ca PAM	GPR7 antagonist	CHO parental Ca
O=C(CCCc1ccccn1)c1ccc(-c2ccccc2)cc1	-7	nt	4	nt	4.2	nt	-3	nt	nt
CC(CN1CCN(CCOCCO)CC1)CN1c2ccccc2Sc2ccc(Cl)cc21 (stereo unspecified)	-2	nt	3	nt	5.8	nt	9	nt	nt
O=S(=O)(NCCCN1CCOCC1)c1ccc2c(c1)OCCO2	-6	0	10	1.5	2.0	0.6	24	-8	-10
Cc1ccc(C(=O)N/C(=C/c2ccco2)C(=O)NCc2ccco2)cc1	12	-5	-11	0.7	0.1	-0.9	-15	22	-12
CCN(CC)CC(O)CNc1ccnc2c(Cl)ccc(Cl)c12 (stereo unspecified)	-9	nt	-7	nt	0.6	nt	8	nt	nt
CN(C(=O)CCOc1ccccc1)c1c(N)n(Cc2ccccc2)c(=O)[nH]c1=O	-1	0	-20	-0.1	-0.2	0.4	-21	nt	-3
Nc1nc(SCc2ccccc2Cl)n[nH]1	-6	-2	6	0.4	0.4	0.3	22	-6	-8
Cc1ccc(C(C(=O)NCC2CCCO2)N(Cc2ccccc2)C(=O)c2ccc(-c3ccccc3)[nH]2)o1 (stereo unspecified)	4	-10	67*	-0.7	3.8	-0.7	10	-10	-17
COc1ccc(NC(=S)N2CCN(c3ccc4c(c3)C3CCN(C(=O)OCc5ccccc5)C4C3)CC2)c(OC)c1 (stereo unspecified)	13	nt	-6	nt	4.8	nt	20	nt	nt
O=C(CN1CCN(C(=O)c2ccco2)CC1)Nc1c2c(nc3c1CCC3)CCCC2	-12	nt	9	nt	0.6	nt	-10	-8	nt
CCOc1ncccc1C(=O)Nc1cc(C(F)(F)F)ccc1N1CCOCC1	3	-1	8	-0.4	-0.1	-2.0	-14	nt	-17
CCOC(=O)C1=NN(C(=O)Nc2ccc(OC)cc2)C2C(=O)N(c3cccc(C(F)(F)F)c3)C(=O)C12 (stereo unspecified)	-4	-8	-14	1.5	1.3	0.3	17	-16	-8
Cc1[nH]n2c(=O)c3c(nc2c1-c1ccc(Cl)cc1)CCC3	-4	-21	nt	-0.4	0.3	-1.5	15	-12	3
CCC(c1nnnn1Cc1cccs1)N1CCN(C(=O)c2ccco2)CC1 (stereo unspecified)	-12	-11	-7	0.1	0.7	0.8	9	4	-5
Cc1cc(C(=O)N/N=C/c2cccnc2)cs1	-5	-2	-13	0.4	1.5	-0.4	25	-7	-6
C=C(C1=CCN(S(=O)(=O)C(C)(C)C)[C@H]1CCO)c1ccccc1	-12	nt	0	nt	0.3	nt	7	nt	nt
CC(C)(C)NC(=O)Nc1ccc(Br)cc1	-5	-10	20	3.6	5.1	0.9	13	2	-13
COc1cc2c(cc1OC)C(c1cccc(C)c1)CC(=O)N2 (stereo unspecified)	-3	-7	12	0.7	0.4	1.2	9	0	-3
CC(C)CC(=O)OC(C)(C)[C@@H]1Cc2c(ccc3ccc(=O)oc23)O1	8	1	28	-0.6	5.9	-1.8	2	nt	-17
COC(=O)c1ccc(C2/C(=C(\O)c3ccc4c(c3)OCCO4)C(=O)C(=O)N2CCCN2CCOCC2)cc1 (stereo unspecified)	-1	-2	-15	0.0	6.5	0.0	9	-10	-7
Cc1cc(NC(=O)Cn2cc([N+](=O)[O-])cn2)no1	-2	5	-18	2.5	0.2	2.9	1	-8	-5
CN(Cc1ccccc1)C(=O)N[C@@H](Cc1ccccc1)C(=O)O	11	-6	12	-0.1	0.1	0.4	-4	-4	-5
CCCCC(=Nc1ccccc1OC)C1=C(O)CC(c2ccccc2)CC1=O (stereo unspecified)	-5	0	-2	-1.1	0.2	-1.2	12	-3	-6
CNC(=O)Nc1ccc(C2SCCS2)cc1	-2	-10	7	-0.9	0.7	0.5	2	-5	3
Cc1cccc(C(=O)N2CCCCCC2)c1	4	7	-15	0.4	-0.2	-0.6	-15	1	-10
Cc1ccc(-n2c(CNc3ccc(F)cc3)nnc2SCC(=O)O)cc1	2	-3	1	-0.2	4.8	0.4	11	-6	-9
CCN1CCN(CCCNC(=O)c2cn(CCOC)c(=O)c3c2c2ccccc2n3C)CC1	7	-5	nt	0.1	0.2	0.2	-4	3	-15
Cc1ccc(C(=O)NNC(=O)CCCN2C(=O)/C(=C/c3ccccc3Cl)SC2=S)cc1	-13	-2	-14	0.7	0.0	-0.7	20	-10	-38
O=C(CN(Cc1ccc(F)cc1)C(=O)CCC(=O)Nc1nccs1)NCc1ccccc1	-13	0	-15	1.0	2.4	0.8	5	-5	-17
C=CCn1c(CNc2ccccc2)nnc1SCC(=O)N/N=C/c1ccccc1O	-15	-2	12	0.6	3.8	-0.2	18	-9	-22
O=C(CCNC(=O)N1CCn2c1nc1ccccc12)NCc1ccc(Cl)cc1	9	-5	-40	1.3	0.1	-1.5	-6	-1	-29
OC(CSc1ccccc1Cl)CN1CCN(c2ccc(F)cc2)CC1 (stereo unspecified)	-17	-7	11	-0.2	1.3	-0.1	-2	-6	-12
Cc1nc(S(=O)(=O)c2cccc(Cl)c2)nc2c1CCC2	-4	-5	-12	1.1	0.0	-1.4	13	-10	-11
CN1c2ccccc2Oc2c(c(=O)n(C)c(=O)n2C)C1c1cccc([N+](=O)[O-])c1 (stereo unspecified)	-12	-14	-8	-0.8	0.7	-1.1	17	-6	-22
Cc1ccc(-n2ncc3c2ncn2nc(-c4ccco4)nc32)c(C)c1	9	-5	3	0.2	0.4	-0.3	-3	-3	28
CC1=C(C(=O)Nc2cccc(C)c2C)C(c2cccs2)NC(=S)N1 (stereo unspecified)	0	0	-9	-0.7	0.7	-1.0	14	4	-15
COC(=O)c1cccc(C(=O)N2CCCC(Nc3ccc4c(c3)OCCO4)C2)c1 (stereo unspecified)	-15	-12	-12	0.8	0.2	-1.1	7	-8	-6
CCCCn1nnnc1C(c1cc2ccccc2o1)N1CCOCC1 (stereo unspecified)	-29	nt	-7	nt	0.7	nt	8	nt	nt
Cc1ccc(S(=O)(=O)N2[C@@H](c3ccc(Cl)cc3)C(C(=O)O)=CC[C@H]2c2ccc(Cl)c(Cl)c2)cc1	-18	-7	22	-0.5	0.0	-0.6	17	nt	17
O=C1NCCN(Cc2cccc(Oc3ccccc3)c2)C1CC(=O)N1CCCO1 (stereo unspecified)	-5	-14	-36	-0.3	0.6	0.9	5	-4	-22
CC(C)C(=O)Nc1ccc(C(=O)NNC(=O)NC2CCCCC2)cc1	-17	-3	-9	0.9	0.8	1.1	16	-1	8
CC(=O)Nc1cncc(-c2ccccc2N(C)C)n1	-6	nt	-12	nt	-0.1	nt	6	nt	nt
